Screening data (PubChem)
U2OS ROS induce – raises reactive oxygen species in U2OS cancer cells; U2OS ROS induction, H2DCF-DA fluorescence; ROS induction (% of piperlongumine), % at 10 µM; actives 2% (n = 46,000); AID 624156; in the data active = ROS induction above about 79%, passing the limit was not always enough;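 also: 0% = DMSO vehicle median and 100% = reference compound median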
The depositor's hits bear a star; & = joins results of further samples. This is a subset; the hit share may differ from the screen's.

SMILES	U2OS ROS induce
C[C@@H]1CN([C@H](C)CO)C(=O)c2cc(NC(=O)Nc3ccccc3)ccc2O[C@@H]1CN(C)Cc1ccc(C(=O)Nc2ccccc2N)cc1	7
Cc1ccc(-c2nnc(SCC(=O)Nc3ccccc3N3CCOCC3)o2)cc1	-7
O=C(Nc1ccccc1)Nc1cc(C2CC2)nn1-c1ccccc1	5
C[C@@H]1CN([C@@H](C)CO)C(=O)c2cc(NS(=O)(=O)c3cccs3)ccc2O[C@H]1CN(C)S(=O)(=O)c1ccc(F)cc1	-4
O=C(CSc1nnc(-c2cccs2)n1-c1cccc(C(F)(F)F)c1)c1ccc(F)cc1	7
C[C@H](CO)N1C[C@H](C)[C@@H](CN(C)C(=O)Nc2ccc(C(F)(F)F)cc2)Oc2ccc(NS(=O)(=O)c3cn(C)cn3)cc2C1=O	-7
O=C(c1ccccc1)c1cnc2ccccn2c1=O	0
C[C@@H]1CCCCO[C@H](CN(C)C(=O)Nc2ccc(C(F)(F)F)cc2)[C@@H](C)CN([C@H](C)CO)C(=O)c2cc(NS(=O)(=O)c3cn(C)cn3)ccc2O1	0
C[C@H](CO)N1C[C@H](C)[C@H](CN(C)Cc2ccc3c(c2)OCO3)Oc2ccc(NS(=O)(=O)c3ccc(F)cc3)cc2C1=O	-3
Cc1noc(C)c1S(=O)(=O)Nc1cccc2c1O[C@H](CN(C)S(C)(=O)=O)[C@H](C)CN([C@H](C)CO)C2=O	-1
CC(C)=CCC[C@@H](C)C/C=N/NC(=O)c1cccc(C(=O)NO)c1	-8
O=C(NCCO)c1cc2ccccc2oc1=O	6
CC(C)(C)c1ccc(C(=O)NN)s1	-12
COc1ccc(NC(=O)N(C)C[C@H]2Oc3c(NC(=O)Nc4ccc(F)cc4)cccc3C(=O)N([C@H](C)CO)C[C@@H]2C)cc1	-14
COC(=O)c1cc(O)cc(OC)c1C(=O)c1c(O)cc(C)cc1OC	-6
CC(C)NC(=O)N(C)C[C@@H]1Oc2ccc(NC(=O)C3CCCCC3)cc2C(=O)N([C@@H](C)CO)C[C@H]1C	-8
C[C@@H]1CCCCO[C@H](CN(C)Cc2ccc(C(=O)O)cc2)[C@@H](C)CN([C@H](C)CO)C(=O)c2cc(NC(=O)Nc3ccccc3)ccc2O1	22
COc1cc(/C=C/CO)cc(OC)c1OC/C=C(\C)CCC=C(C)C	46
C[C@H](CO)N1C[C@H](C)[C@H](CN(C)CC2CC2)Oc2ccc(NC(=O)c3ccncc3)cc2CC1=O	4
Cc1noc(C)c1NC(=O)N(C)C[C@@H]1Oc2ccc(NC(=O)Nc3ccc(C(F)(F)F)cc3)cc2CC(=O)N([C@H](C)CO)C[C@H]1C	18

Among those listed so far, eight contain sulfur:
SMILES	U2OS ROS induce
Cc1ccc(-c2nnc(SCC(=O)Nc3ccccc3N3CCOCC3)o2)cc1	-7
C[C@@H]1CN([C@@H](C)CO)C(=O)c2cc(NS(=O)(=O)c3cccs3)ccc2O[C@H]1CN(C)S(=O)(=O)c1ccc(F)cc1	-4
O=C(CSc1nnc(-c2cccs2)n1-c1cccc(C(F)(F)F)c1)c1ccc(F)cc1	7
C[C@H](CO)N1C[C@H](C)[C@@H](CN(C)C(=O)Nc2ccc(C(F)(F)F)cc2)Oc2ccc(NS(=O)(=O)c3cn(C)cn3)cc2C1=O	-7
C[C@@H]1CCCCO[C@H](CN(C)C(=O)Nc2ccc(C(F)(F)F)cc2)[C@@H](C)CN([C@H](C)CO)C(=O)c2cc(NS(=O)(=O)c3cn(C)cn3)ccc2O1	0
C[C@H](CO)N1C[C@H](C)[C@H](CN(C)Cc2ccc3c(c2)OCO3)Oc2ccc(NS(=O)(=O)c3ccc(F)cc3)cc2C1=O	-3
Cc1noc(C)c1S(=O)(=O)Nc1cccc2c1O[C@H](CN(C)S(C)(=O)=O)[C@H](C)CN([C@H](C)CO)C2=O	-1
CC(C)(C)c1ccc(C(=O)NN)s1	-12

(next part)
SMILES	U2OS ROS induce
C[C@@H]1CN([C@@H](C)CO)C(=O)c2cccc(NS(=O)(=O)c3ccccc3)c2O[C@@H]1CN(C)CC1CC1	-8
CC(=O)c1ccccc1OCC(O)Cn1ccnc1 (configuration not stated)	4
C[C@@H]1CN([C@H](C)CO)C(=O)c2cc(NS(=O)(=O)c3ccccc3)ccc2O[C@H]1CN(C)C(=O)Nc1ccc2c(c1)OCO2	4
C/C(=C/C(=O)O)CCC1C(C)CCC2C(C)(C=O)C(O)CCC12C (configuration not stated)	2
CCOC(=O)C1=NN(c2ccccc2)C2(C(=O)c3ccccc3C2=O)C1c1ccc(C)cc1 (configuration not stated)	61
C[C@H]1CN([C@@H](C)CO)C(=O)c2cc(NC(=O)Nc3ccc4c(c3)OCO4)ccc2O[C@@H]1CN(C)Cc1ccc(C(F)(F)F)cc1	94*
C[C@@H]1CN([C@H](C)CO)C(=O)Cc2cc(NC(=O)Nc3cccc4ccccc34)ccc2O[C@@H]1CN(C)S(=O)(=O)c1ccc(F)cc1	18
C[C@H](CO)N1C[C@H](C)[C@H](CN(C)C(=O)NC2CCCCC2)Oc2ccc(NC(=O)NC3CCCCC3)cc2C1=O	-1
O=C(NO)c1cccc(C(=O)N/N=C/c2cn(Cc3ccccc3)c3ccccc23)c1	10
C[C@H](CO)N1C[C@H](C)[C@H](CN(C)S(=O)(=O)c2ccccc2)Oc2ccc(NC(=O)NC3CCCCC3)cc2C1=O	3
COc1cc2occc2c(O[C@@H]2O[C@H](CO)[C@@H](O)[C@H](O)[C@H]2O)c1CCC(=O)O	-3
CC(Oc1ccc(C(=O)Nc2ccc(Cl)cc2)cc1)C(=O)Nc1cc(Cl)ccc1Cl (configuration not stated)	-2
Cc1noc(C)c1S(=O)(=O)N(C)C[C@H]1Oc2c(NC(=O)c3ccc(-c4nccs4)cc3)cccc2C(=O)N([C@@H](C)CO)C[C@H]1C	5
CC1=C/C(=C\N(C)c2ccccc2)C(=O)S1	23
O=C1c2ccccc2C(=O)N1CSc1nc2ccccc2s1	-1
CNC[C@@H]1Oc2ccc(NS(=O)(=O)c3ccc(OC)cc3)cc2C(=O)N([C@@H](C)CO)C[C@@H]1C	1
C[C@@H]1CN([C@H](C)CO)C(=O)Cc2cc(NS(=O)(=O)c3ccc(F)cc3)ccc2O[C@@H]1CN(C)Cc1ccc(C(=O)Nc2ccccc2N)cc1	60
C[C@@H]1CN([C@@H](C)CO)C(=O)c2cc(NC(=O)CCCN(C)C)ccc2O[C@@H]1CN(C)Cc1ccc(C(F)(F)F)cc1	-2
COc1ccc(S(=O)(=O)NCC23CC4CC(CC(C4)C2)C3)cc1	4
C[C@H]1CN([C@@H](C)CO)C(=O)c2cc(NC(=O)Nc3ccc4c(c3)OCO4)ccc2O[C@H]1CN(C)S(C)(=O)=O	-19
COc1ccc(CN(C)C[C@H]2Oc3c(NS(C)(=O)=O)cccc3C(=O)N([C@@H](C)CO)C[C@H]2C)cc1	-10
Cc1cc([N+](=O)[O-])nn1CC(=O)Nc1cccc(O)c1	-2
COC(=O)COc1ccc(Oc2nc(SC)nc(N(C)C)n2)nn1	-10
CCN(Cc1ccncc1)C(=O)C(CO)c1ccccc1 (configuration not stated)	-2
C[C@H]1CN([C@@H](C)CO)C(=O)c2cccc(NC(=O)Nc3ccc(C(F)(F)F)cc3)c2O[C@H]1CN(C)S(=O)(=O)c1cn(C)cn1	2
C[C@H]1CN([C@@H](C)CO)C(=O)c2cccc(NC(=O)Nc3ccc(C(F)(F)F)cc3)c2O[C@@H]1CN(C)C(=O)Nc1cccc2ccccc12	9
C=CCN1C(=O)C(CC(=O)Nc2ccccc2)SC1=Nc1ccc(O)cc1 (configuration not stated)	2
C[C@H]1CN([C@@H](C)CO)C(=O)c2cccc(NS(C)(=O)=O)c2O[C@H]1CN(C)C(=O)Nc1ccccc1	-3
Cc1c(NC(=O)CN(c2cccc(Br)c2)S(C)(=O)=O)cccc1[N+](=O)[O-]	-2
C[C@H]1CN([C@@H](C)CO)C(=O)c2cccc(NS(=O)(=O)c3ccccc3)c2O[C@@H]1CN(C)C(=O)Nc1ccccc1	-9
Cc1cc(=O)oc2cc(OC(C)C(=O)Nc3sc4c(c3C#N)CCCC4)ccc12 (configuration not stated)	18
CC(C)NC(=O)N(C)C[C@@H]1Oc2c(NC(=O)Nc3ccc4c(c3)OCO4)cccc2C(=O)N([C@H](C)CO)C[C@H]1C	-7
COc1ccc(S(=O)(=O)N(C)C[C@@H]2Oc3ccc(NC(=O)NC4CCCCC4)cc3C(=O)N([C@@H](C)CO)C[C@@H]2C)cc1	7
CCCNC(=O)Cn1nc(C(F)(F)F)cc1C	-5
C[C@@H]1CN([C@H](C)CO)C(=O)c2cccc(NC(=O)c3nc4ccccc4s3)c2O[C@@H]1CN(C)S(=O)(=O)c1ccccc1	9
CNC(=O)Nc1ccc(C(=O)OC)cc1	-14
COc1ccc(S(=O)(=O)N(C)C[C@H]2Oc3c(NC(=O)CCCCCC(=O)Nc4ccccc4N)cccc3C(=O)N([C@@H](C)CO)C[C@H]2C)cc1	-6
C[C@@H]1CN([C@@H](C)CO)C(=O)Cc2cc(NS(=O)(=O)c3ccccc3)ccc2O[C@@H]1CN(C)Cc1ccc2c(c1)OCO2	19
C[C@@H]1CN([C@H](C)CO)C(=O)c2cc(NC(=O)Cc3ccccc3)ccc2O[C@H]1CN(C)Cc1ccc(C(=O)Nc2ccccc2N)cc1	4
O=C(NCc1cccs1)C1CCN(c2ncnc3c2sc2cccc(F)c23)CC1	52
CCC(=O)N1N=C(c2ccccc2)CC1c1cc2cc(OC)ccc2nc1Cl (configuration not stated)	-7
Nc1nc(SCC(=O)Nc2ccc(Br)cc2F)n[nH]1	-7
C=CCN1C(=O)/C(=C2/Sc3ccccc3N2CC)SC1=S	22
COc1ccc(NC(=O)N(C)C[C@H]2Oc3ccc(N(C)C)cc3C(=O)N([C@@H](C)CO)C[C@H]2C)cc1	8
Cc1ccc(OCC(=O)Nc2ccc(Cl)c(-c3nc4ccccc4s3)c2)cc1	-10
C[C@H](CO)N1C[C@H](C)[C@H](CN(C)C(=O)Nc2cccc3ccccc23)Oc2c(NC(=O)Nc3ccccc3)cccc2C1=O	12
COc1ccc2cc(C(=O)Nc3ccc(O)cc3)sc(=O)c2c1OC	47
CCOC(=O)c1ccc(NC(=O)CSc2nc3sc4c(c3c(=O)[nH]2)CCC4)cc1	71
C[C@@H]1CN([C@H](C)CO)C(=O)c2cc(NC(=O)CCC(F)(F)F)ccc2O[C@H]1CN(C)Cc1ccc(C(=O)O)cc1	-23
C[C@@H]1CN([C@@H](C)CO)C(=O)Cc2cc(NC(=O)C3CC3)ccc2O[C@@H]1CN(C)S(=O)(=O)c1cn(C)cn1	-12

(continued)
SMILES	U2OS ROS induce
CC(C)NC(=O)N(C)C[C@H]1Oc2ccc(NC(=O)c3ccncc3)cc2C(=O)N([C@H](C)CO)C[C@H]1C	6
C[C@@H]1CN([C@H](C)CO)C(=O)Cc2cc(N(C)C)ccc2O[C@H]1CN(C)S(=O)(=O)c1ccccc1	4
Cc1ccc(C(=O)C2C(=O)C(=O)N(Cc3cccnc3)C2c2cccc(Oc3ccccc3)c2)o1 (configuration not stated)	27
Clc1ccc(Cn2ncc3c(NCCN4CCOCC4)ncnc32)cc1	-28
Cc1[nH]ccc2c1[nH]c1cc(=O)ccc12	6&4
COc1cc2c(cc1O)C1(Cc3ccc4c(c3C1=O)OCO4)N(C)CC2 (configuration not stated)	0
C[C@@H]1O[C@@H](OC[C@H]2O[C@@H](Oc3ccc(O)cc3)[C@H](O)[C@@H](OC(=O)c3ccc(O)cc3)[C@@H]2O)[C@H](O)[C@H](O)[C@H]1O	-12
C=CC[C@@]1(C(=O)NCCN2CCOCC2)N=C(c2ccc(OCCCO)cc2)O[C@@H]1c1ccccc1	41
C[C@H]1CN([C@@H](C)CO)C(=O)c2cccc(NC(=O)Nc3ccc(F)cc3)c2O[C@@H]1CN(C)C(=O)Nc1cccc2ccccc12	-4
C[C@H](CO)N1C[C@H](C)[C@@H](CN(C)Cc2ccccc2)Oc2ccc(NS(C)(=O)=O)cc2C1=O	-4
COc1cc(C=O)cc2c1[nH]c1ccccc12	-13
CCOC(=O)c1sc(NC(=O)CSc2nc3c(cc2C#N)CCC3)c(C#N)c1C	10
Oc1ccc(/C=N/c2nccs2)cc1	0
COc1cc(C2Oc3c(OC)cc(CCCO)cc3C2CO)ccc1O[C@H]1O[C@H](C)[C@@H](O)[C@H](O)[C@@H]1O (some centres not stated)	-5
Cc1sc2ncnc(SCC(=O)Nc3ccccc3)c2c1-c1ccccc1	-3
C[C@@H]1CN([C@H](C)CO)C(=O)Cc2cc(NC(=O)CCCCCC(=O)Nc3ccccc3N)ccc2O[C@@H]1CN(C)S(=O)(=O)c1ccccc1	39
Cc1noc(C)c1NC(=O)Nc1ccc2c(c1)CC(=O)N([C@H](C)CO)C[C@@H](C)[C@H](CN(C)C(=O)Nc1ccc(F)cc1)O2	28
CC1(C)CC(O)CC2(C)OC(=O)C=C12 (configuration not stated)	3
O=S(=O)(/N=C(\OC1CCCCC1)c1ccccc1)c1ccccc1	-2
C[C@@H]1CN([C@@H](C)CO)C(=O)c2cc(NS(=O)(=O)c3cccs3)ccc2O[C@H]1CN(C)Cc1ccc(Oc2ccccc2)cc1	24
C[C@@H]1CN([C@H](C)CO)C(=O)c2cc(NC(=O)Cn3cnnn3)ccc2O[C@@H]1CN(C)Cc1ccc2c(c1)OCO2	-4
Cc1cccc(CN(C)C[C@@H]2OCc3cnnn3CCCC(=O)N([C@@H](C)CO)C[C@H]2C)c1	-4
